Screens (PubChem)
MrgX1 allo act – allosterically activates human MrgX1 receptor signaling; Q96LB2; MrgX1-HEK293, Fluo-4 calcium flux, FDSS; active compounds read high; B-score at 10 µM; 0.63% of 310,000 active; AID 588675;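 active means plate-corrected calcium response at least 3 library SD above typical, normal starting fluorescence, not activating the receptor alone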;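 further: compound read alongside a low EC10 to EC30 dose of BAM8-22 agonist; peak minus trough fluorescence over baseline measured at the second addition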
TMEM16A act – mouse TMEM16A channel activation, primary screen; Q8BHY3; HEK293 TMEM16A/YFP-H148Q/I152L, iodide quench fluorescence; active compounds read low; B-score at 10 µM; 0.3% of 340,000 active; AID 623877;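 active means fluorescence-ratio B-score plate-corrected deviation score at least 3 library SD below zero, with starting fluorescence score within 5 deviations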;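 further: channel opened by trigger with iodide after compound preincubation; score built on the fluorescence ratio of max minus min over baseline; more negative score means more quench and so TMEM16A activation or potentiation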
TRPC4 act – TRPC4 (mouse) channel activation; 0.49% of 310,000 active; B-score at 10 µM; AID 2237; Q9QUQ5; HEK293 TRPC4beta/mu-opioid, Fluo4 calcium fluorescence; active compounds read high;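 active means B-score above 5 SD of library B-scores, and initial fluorescence ratio not above library mean plus 5 SD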;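 further: positive B-score marks a calcium rise read as TRPC4 activation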
Target sequence (Q9QUQ5 whole entry, looked up): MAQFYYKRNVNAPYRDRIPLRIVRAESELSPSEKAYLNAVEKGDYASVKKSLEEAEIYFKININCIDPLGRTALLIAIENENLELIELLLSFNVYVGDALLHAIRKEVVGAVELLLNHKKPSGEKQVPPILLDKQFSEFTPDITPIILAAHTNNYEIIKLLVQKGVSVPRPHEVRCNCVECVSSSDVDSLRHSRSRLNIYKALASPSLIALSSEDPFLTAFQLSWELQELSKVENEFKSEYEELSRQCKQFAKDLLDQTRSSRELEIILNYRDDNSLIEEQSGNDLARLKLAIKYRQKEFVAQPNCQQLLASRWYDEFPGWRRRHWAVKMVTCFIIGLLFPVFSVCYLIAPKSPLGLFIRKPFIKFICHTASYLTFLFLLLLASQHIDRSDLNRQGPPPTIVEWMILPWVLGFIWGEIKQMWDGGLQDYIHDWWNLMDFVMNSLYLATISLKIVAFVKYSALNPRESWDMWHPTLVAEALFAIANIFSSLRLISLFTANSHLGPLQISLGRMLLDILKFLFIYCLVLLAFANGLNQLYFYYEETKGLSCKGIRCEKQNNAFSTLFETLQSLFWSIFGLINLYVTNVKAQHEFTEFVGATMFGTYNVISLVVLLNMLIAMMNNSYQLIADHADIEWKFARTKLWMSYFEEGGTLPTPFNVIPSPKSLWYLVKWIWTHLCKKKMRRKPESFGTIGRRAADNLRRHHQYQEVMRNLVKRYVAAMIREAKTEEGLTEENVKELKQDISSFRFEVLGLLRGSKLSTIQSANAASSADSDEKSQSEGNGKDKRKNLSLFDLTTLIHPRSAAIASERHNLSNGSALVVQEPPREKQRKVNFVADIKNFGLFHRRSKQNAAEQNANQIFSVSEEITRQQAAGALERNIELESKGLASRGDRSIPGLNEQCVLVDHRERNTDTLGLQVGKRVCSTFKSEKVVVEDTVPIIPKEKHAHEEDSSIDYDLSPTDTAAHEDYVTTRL
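Assay system: HEK293 stable line with TRPC4beta plus mu-opioid receptor; schedule: 45 min room-temperature Fluo4 loading, 110 s read; technique: kinetic Fluo4 calcium fluorescence; evaluation: integrated baseline-normalised fluorescence ratio, converted to per-well B score; controls: buffer (low) and maximal DAMGO (high)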
TRPC4 potent – allosteric potentiators of mouse TRPC4 channel; Q9QUQ5; HEK293 TRPC4beta/mu-opioid, DAMGO EC20, Fluo-4 Ca2+ flux; active compounds read high; 0.42% of 310,000 active; B-score at 10 µM;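 active means B-score of calcium response area above 5 SD of library B-scores, with initial fluorescence ratio within 5 SD of library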;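 further: B-score of integrated fluorescence ratio over time as area under calcium response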
MrgX1 agonist – human MrgX1 receptor agonism, primary screen. Q96LB2. MrgX1-HEK293 cells, Fluo-4 calcium fluorescence, agonist mode; active compounds read high. B-score at 10 µM. 0.44% of 310,000 active. AID 588627;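 active means calcium response B-score plate-corrected fluorescence ratio at least 3 library SD, with starting fluorescence B-score inside 5 SD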
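Test system: HEK293 cells stably expressing human MrgX1 receptor; Input: fifteen thousand cells per well; Dosing: compound delivered in addition one of three; Schedule: overnight seeding, then 1 h dark dye loading; Technique: Fluo-4 NW calcium fluorescence; Measure: B-scored fluorescence response ratio; Controls: positive and negative controls per plate.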
TRPC6 inhibitor – inhibitors of mouse TRPC6 channel; HEK293-TRPC6, membrane potential dye, ACh-evoked depolarization; active compounds read low; B-score at 10 µM; 1.1% of 310,000 active;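 active means B-score under library mean minus 3 SD, initial fluorescence not abnormally high, positive integrated signal ratio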;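 further: B-score derived from integrated fluorescence ratio over the kinetic read; more negative B-score means stronger inhibition of depolarization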
TMEM16A inh – mouse TMEM16A channel inhibition, primary screen; Q8BHY3; AID 588511; HEK293 TMEM16A/YFP iodide influx fluorescence, ionomycin; normalized B-score (activity score, 25-100; higher = stronger inhibition) at 10 µM; 1.2% of 310,000 active;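 active means ratio plate-corrected score three or more library SD toward inhibition, starting fluorescence score within five deviations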;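 further: score derived from kinetic fluorescence span divided by baseline fluorescence per well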
TRPC6 act – mouse TRPC6 channel activation; HEK293-TRPC6 membrane potential dye fluorescence; active compounds read high; 0.13% of 310,000 active; B-score at 10 µM; AID 2550; Q61143;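 active means B-score of the integrated fluorescence ratio above library mean plus 3 SD, and starting fluorescence ratio within library mean plus 5 SD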;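 further: higher score means more depolarization so channel activation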
RGS4 inh – inhibitors of human RGS4; P49798; HEK293 M3R/RGS4 inducible, Fluo-4 calcium flux; active compounds read high; triggered by carbachol at its EC20; B-score at 10 µM; 0.45% of 310,000 active; AID 463165;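 active means B-score, a plate-corrected calcium signal, over three deviations above library mean, with baseline fluorescence within five deviations of library mean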;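 further: RGS4 expression induced by doxycycline in cells with stable M3 receptor; B-score is computed from the integrated fluorescence ratio over baseline after carbachol; higher B-score means a larger calcium signal and so more RGS4 inhibition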
TRPC4 block – inhibitors of mouse TRPC4 channel | Q9QUQ5 | HEK293 TRPC4beta/mu-opioid, DAMGO-evoked Fluo4 calcium flux; active compounds read low | B-score at 10 µM | 0.39% of 300,000 active | AID 2247;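 active means B-score over 3 SD under the library average, no early fluorescence shift, positive overall ratio signal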
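test system = HEK293 cells with stable TRPC4beta plus mu-opioid receptor expression | detection = Fluo4 Ca2+ flux fluorescence | read-out = integrated fluorescence ratio relative to baseline, converted to per-well B score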
MrgX1 antag – antagonists of human MrgX1 receptor; 1.3% of 310,000 active; MRGX1-HEK293 calcium flux, Fluo-4, BAM8-22 antagonism; active compounds read low; B-score at 10 µM;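 active means calcium-response B-score plate-corrected more than 3 library SD below zero, starting fluorescence within 5 deviations, no agonist response on first addition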;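 further: peak minus trough fluorescence over baseline after final BAM8-22 challenge near maximal dose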
Starred values were filed as active, the others as inactive.

O=C(CSc1ncn[nH]1)NC1CCCc2ccccc21 (configuration not stated) was read as MrgX1 allo act inactive, TMEM16A act inactive, TRPC4 act inactive, TRPC4 potent inactive, MrgX1 agonist inactive, TRPC6 inhibitor inactive, TMEM16A inh inactive, TRPC6 act inactive, RGS4 inh inactive, TRPC4 block inactive and MrgX1 antag inactive.
Screening COc1ccccc1OCC(=O)Nc1ccccc1C(=O)NC1CC1 returned MrgX1 allo act inactive, TMEM16A act inactive, TRPC4 act inactive, TRPC4 potent inactive, MrgX1 agonist inactive, TRPC6 inhibitor inactive, TMEM16A inh inactive, TRPC6 act inactive, RGS4 inh inactive, TRPC4 block inactive and MrgX1 antag inactive.
COc1ccc(C(NCC(=O)Nc2c(C)cccc2C)c2ccccc2)cc1 (configuration not stated) was read as MrgX1 allo act inactive, TRPC4 act inactive, TRPC4 potent inactive, MrgX1 agonist inactive, TRPC6 inhibitor inactive, TMEM16A inh inactive, TRPC6 act inactive, RGS4 inh inactive, TRPC4 block inactive and MrgX1 antag inactive.
Screening Cc1cc(NC(=O)CSC2=NS(=O)(=O)c3cc(Cl)ccc3N2)no1 returned MrgX1 allo act inactive, TMEM16A act inactive, TRPC4 act inactive, TRPC4 potent inactive, MrgX1 agonist inactive, TRPC6 inhibitor inactive, TMEM16A inh inactive, TRPC6 act inactive, RGS4 inh inactive, TRPC4 block inactive and MrgX1 antag inactive.
`COc1ccc(OC)c(NC(=O)C23CCC(C)(C(=O)O2)C3(C)C)c1` (configuration not stated) gave MrgX1 allo act inactive, TMEM16A act inactive, TRPC4 act inactive, TRPC4 potent inactive, MrgX1 agonist inactive, TRPC6 inhibitor inactive, TMEM16A inh inactive, TRPC6 act inactive, RGS4 inh inactive, TRPC4 block inactive and MrgX1 antag inactive.
CSC(=O)NC(=O)NC(=O)c1ccc([N+](=O)[O-])cc1 was read as MrgX1 allo act inactive, TMEM16A act inactive, TRPC4 act inactive, TRPC4 potent inactive, MrgX1 agonist inactive, TRPC6 inhibitor inactive, TMEM16A inh inactive, TRPC6 act inactive, RGS4 inh inactive, TRPC4 block inactive and MrgX1 antag inactive.
Screening Cc1ccc(N2C(=O)[C@@H]3[C@H](C2=O)C2c4ccccc4C=NN2[C@@H]3C(=O)c2ccc(Cl)cc2)cc1 (some centres not stated) returned MrgX1 allo act inactive, TMEM16A act inactive, TRPC4 act inactive, TRPC4 potent inactive, MrgX1 agonist inactive, TRPC6 inhibitor inactive, TMEM16A inh inactive, TRPC6 act inactive, RGS4 inh inactive, TRPC4 block inactive and MrgX1 antag inactive.
For COCCN(C(=O)c1csnn1)C(C(=O)NC1CCCC1)c1ccc(C)cc1 (configuration not stated) the results were MrgX1 allo act inactive, TMEM16A act inactive, TRPC4 act inactive, TRPC4 potent inactive, MrgX1 agonist inactive, TRPC6 inhibitor inactive, TMEM16A inh inactive, TRPC6 act inactive, RGS4 inh inactive, TRPC4 block inactive and MrgX1 antag inactive.
`CCN(Cc1ccccc1)C(=O)c1nn(-c2ccc(OC)cc2)c(=O)c2c1c1ccccc1n2C` gave MrgX1 allo act inactive, TMEM16A act inactive, TRPC4 act inactive, TRPC4 potent inactive, MrgX1 agonist inactive, TRPC6 inhibitor inactive, TMEM16A inh inactive, TRPC6 act inactive, RGS4 inh inactive, TRPC4 block inactive and MrgX1 antag inactive.
Screening Cc1cc(Nc2cccc(Cl)c2)c2ccccc2n1 returned MrgX1 allo act inactive, TMEM16A act inactive, TRPC4 act inactive, TRPC4 potent inactive, MrgX1 agonist inactive, TRPC6 inhibitor inactive, TMEM16A inh inactive, TRPC6 act inactive, RGS4 inh inactive, TRPC4 block inactive and MrgX1 antag inactive.
CNC(=O)c1c[nH]n2c(=O)c(Cc3ccccc3F)c(C)nc12 was read as MrgX1 allo act inactive, TMEM16A act inactive, TRPC4 act inactive, TRPC4 potent inactive, MrgX1 agonist inactive, TRPC6 inhibitor inactive, TMEM16A inh inactive, TRPC6 act inactive, RGS4 inh inactive, TRPC4 block inactive and MrgX1 antag inactive.
`N=c1c2c3c(sc2ncn1N)CCCC3` gave MrgX1 allo act inactive, TMEM16A act inactive, TRPC4 act inactive, TRPC4 potent inactive, MrgX1 agonist inactive, TRPC6 inhibitor inactive, TMEM16A inh inactive, TRPC6 act inactive, RGS4 inh inactive, TRPC4 block inactive and MrgX1 antag inactive.
For CCOCCc1nnc(NC(=O)c2cccs2)s1 the results were MrgX1 allo act inactive, TMEM16A act inactive, TRPC4 act inactive, TRPC4 potent inactive, MrgX1 agonist inactive, TRPC6 inhibitor inactive, TMEM16A inh inactive, TRPC6 act inactive, RGS4 inh inactive, TRPC4 block inactive and MrgX1 antag inactive.
Screening CCOc1ccccc1CNC(=O)c1cc2oc3ccccc3c2n1C returned MrgX1 allo act inactive, TMEM16A act inactive, TRPC4 act inactive, TRPC4 potent inactive, MrgX1 agonist inactive, TRPC6 inhibitor inactive, TMEM16A inh inactive, TRPC6 act inactive, RGS4 inh inactive, TRPC4 block inactive and MrgX1 antag inactive.
`CCS(=O)(=O)c1ccc2c(c1)N(S(C)(=O)=O)CC(C(=O)NCCOC)O2` (configuration not stated) gave MrgX1 allo act inactive, TMEM16A act inactive, TRPC4 act inactive, TRPC4 potent inactive, MrgX1 agonist inactive, TRPC6 inhibitor inactive, TMEM16A inh inactive, TRPC6 act inactive, RGS4 inh inactive, TRPC4 block inactive and MrgX1 antag inactive.
For Cc1cc(N)n2nc(-c3ccccc3)cc2n1 the results were MrgX1 allo act inactive, TMEM16A act inactive, TRPC4 act inactive, TRPC4 potent inactive, MrgX1 agonist inactive, TRPC6 inhibitor inactive, TMEM16A inh inactive, TRPC6 act inactive, RGS4 inh inactive, TRPC4 block inactive and MrgX1 antag inactive.
Screening O=C(NCC1CCCO1)C(c1ccc(F)cc1)N(Cc1ccc2c(c1)OCO2)C(=O)c1ccc(CN2CCOCC2)o1 (configuration not stated) returned MrgX1 allo act inactive, TMEM16A act inactive, TRPC4 act inactive, TRPC4 potent inactive, MrgX1 agonist inactive, TRPC6 inhibitor inactive, TMEM16A inh inactive, TRPC6 act inactive, RGS4 inh inactive, TRPC4 block inactive and MrgX1 antag inactive.
For CNCC(C)COc1ccccc1OCc1ccccc1 (configuration not stated) the results were MrgX1 allo act inactive, TMEM16A act inactive, TRPC4 act inactive, TRPC4 potent inactive, MrgX1 agonist inactive, TRPC6 inhibitor inactive, TMEM16A inh inactive, TRPC6 act inactive, RGS4 inh inactive, TRPC4 block -6* and MrgX1 antag inactive.
COc1ccccc1CNS(=O)(=O)N(C)C was read as MrgX1 allo act inactive, TMEM16A act inactive, TRPC4 act inactive, TRPC4 potent inactive, MrgX1 agonist inactive, TRPC6 inhibitor inactive, TMEM16A inh inactive, TRPC6 act inactive, RGS4 inh inactive, TRPC4 block inactive and MrgX1 antag inactive.
Screening CC(C)C(=O)Nc1ccc2c(c1)nc(CCN1CCN(C)CC1)n2C returned MrgX1 allo act inactive, TMEM16A act inactive, TRPC4 act inactive, TRPC4 potent inactive, MrgX1 agonist inactive, TRPC6 inhibitor inactive, TMEM16A inh inactive, TRPC6 act inactive, RGS4 inh inactive, TRPC4 block inactive and MrgX1 antag inactive.
Screening CC(=O)NNC(=O)CCn1nnc2ccccc21 returned MrgX1 allo act inactive, TMEM16A act inactive, TRPC4 act inactive, TRPC4 potent inactive, MrgX1 agonist inactive, TRPC6 inhibitor inactive, TMEM16A inh inactive, TRPC6 act inactive, RGS4 inh inactive, TRPC4 block inactive and MrgX1 antag inactive.
`CCC(=O)N/N=C(\C)CC(=O)Nc1cccc([N+](=O)[O-])c1` gave MrgX1 allo act inactive, TMEM16A act inactive, TRPC4 act inactive, TRPC4 potent inactive, MrgX1 agonist inactive, TRPC6 inhibitor inactive, TMEM16A inh inactive, TRPC6 act inactive, RGS4 inh inactive, TRPC4 block inactive and MrgX1 antag inactive.
Cc1oc(-c2ccc(Cl)cc2)nc1CS(=O)CC(=O)NC1CCCCCC1 (configuration not stated) was read as MrgX1 allo act inactive, TMEM16A act inactive, TRPC4 act inactive, TRPC4 potent inactive, MrgX1 agonist inactive, TRPC6 inhibitor inactive, TMEM16A inh inactive, TRPC6 act inactive, RGS4 inh inactive, TRPC4 block inactive and MrgX1 antag inactive.
Screening Cc1nn(C(C)C(=O)NCCCN2CCCCCC2)c(=O)c2c1sc1ccccc12 (configuration not stated) returned MrgX1 allo act inactive, TMEM16A act inactive, TRPC4 act inactive, TRPC4 potent inactive, MrgX1 agonist inactive, TRPC6 inhibitor inactive, TMEM16A inh inactive, TRPC6 act inactive, RGS4 inh inactive, TRPC4 block inactive and MrgX1 antag inactive.
Screening COc1ccc(Oc2c(O)c3ccccc3n(C)c2=O)cc1 returned MrgX1 allo act inactive, TMEM16A act inactive, TRPC4 act inactive, TRPC4 potent inactive, MrgX1 agonist inactive, TRPC6 inhibitor inactive, TMEM16A inh inactive, TRPC6 act inactive, RGS4 inh inactive, TRPC4 block inactive and MrgX1 antag inactive.
Screening O=C(Cn1c(O)c(N=NC(=O)c2ccncc2)c2ccccc21)Nc1ccccc1 returned MrgX1 allo act inactive, TRPC4 act inactive, TRPC4 potent inactive, MrgX1 agonist inactive, TRPC6 inhibitor inactive, TMEM16A inh inactive, TRPC6 act inactive, RGS4 inh inactive, TRPC4 block inactive and MrgX1 antag inactive.
COc1cc(C)ccc1OCCOc1ccccc1Cl was read as MrgX1 allo act inactive, TMEM16A act inactive, TRPC4 act inactive, TRPC4 potent inactive, MrgX1 agonist inactive, TRPC6 inhibitor inactive, TMEM16A inh inactive, TRPC6 act inactive, RGS4 inh inactive, TRPC4 block inactive and MrgX1 antag inactive.
For O=C(NC1c2ccccc2-c2ccccc21)c1ccco1 the results were MrgX1 allo act inactive, TMEM16A act inactive, TRPC4 act inactive, TRPC4 potent inactive, MrgX1 agonist inactive, TRPC6 inhibitor inactive, TMEM16A inh inactive, TRPC6 act inactive, RGS4 inh inactive, TRPC4 block inactive and MrgX1 antag inactive.
